Assay outcomes deposited in PubChem by The Scripps Research Institute Molecular Screening Center.
GPR151 activ: activates the human receptor GPR151 | Q8TDV0 | PathHunter beta-arrestin GPR151 cells, luminescence | activation, % at 11.2 µM | 650,000 tested, 1% active | AID 1508602; in the data active = activation above about 4.9%;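 note: 0% = median of compound wells and 100% = cells with positive control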
Target sequence (Q8TDV0 whole entry, looked up): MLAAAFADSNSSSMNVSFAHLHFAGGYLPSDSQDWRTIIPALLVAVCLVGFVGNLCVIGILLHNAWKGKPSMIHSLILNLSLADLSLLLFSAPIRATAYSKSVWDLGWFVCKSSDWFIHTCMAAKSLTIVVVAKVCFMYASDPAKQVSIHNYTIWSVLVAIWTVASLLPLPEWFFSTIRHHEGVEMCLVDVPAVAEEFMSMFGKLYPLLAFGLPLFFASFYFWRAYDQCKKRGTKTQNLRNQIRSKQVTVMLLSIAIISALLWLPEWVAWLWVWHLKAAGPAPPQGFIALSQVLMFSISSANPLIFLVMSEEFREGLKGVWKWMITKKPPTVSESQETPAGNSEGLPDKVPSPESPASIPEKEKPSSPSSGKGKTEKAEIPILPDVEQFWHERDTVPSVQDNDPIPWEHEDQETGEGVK
TEAD-YAP inh: TEAD-YAP interaction inhibition; HEK-TIYL cells, TEAD-Gal4/YAP UAS-luciferase luminescence; inhibition, % at 9.12 µM; 640,000 tested, 1.4% active; AID 1259422; in the data active = inhibition above about 32%;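 note: 0% = median of test compound wells and 100% = reference inhibitor wells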
MITF inh: inhibitors of human MITF; O75030; AlphaScreen MITF homodimerization, bead proximity signal; inhibition, % at 2.6 µM; 650,000 tested, 0.91% active; in the data active = inhibition above about 50%;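 note: 0% = vehicle wells with protein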
FBW7 activator: human FBW7 E3 ligase activation, primary screen; Q969H0; AlphaScreen FBW7–phospho-cyclin E peptide binding, activator screen; normalized activity (activation), % at 26.1 µM; 650,000 tested, 0.13% active; AID 1259310; in the data active = normalized activity above about 1.9%;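 note: purified mutant Fbw7 with reduced substrate affinity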
Target sequence (Q969H0 whole entry, looked up): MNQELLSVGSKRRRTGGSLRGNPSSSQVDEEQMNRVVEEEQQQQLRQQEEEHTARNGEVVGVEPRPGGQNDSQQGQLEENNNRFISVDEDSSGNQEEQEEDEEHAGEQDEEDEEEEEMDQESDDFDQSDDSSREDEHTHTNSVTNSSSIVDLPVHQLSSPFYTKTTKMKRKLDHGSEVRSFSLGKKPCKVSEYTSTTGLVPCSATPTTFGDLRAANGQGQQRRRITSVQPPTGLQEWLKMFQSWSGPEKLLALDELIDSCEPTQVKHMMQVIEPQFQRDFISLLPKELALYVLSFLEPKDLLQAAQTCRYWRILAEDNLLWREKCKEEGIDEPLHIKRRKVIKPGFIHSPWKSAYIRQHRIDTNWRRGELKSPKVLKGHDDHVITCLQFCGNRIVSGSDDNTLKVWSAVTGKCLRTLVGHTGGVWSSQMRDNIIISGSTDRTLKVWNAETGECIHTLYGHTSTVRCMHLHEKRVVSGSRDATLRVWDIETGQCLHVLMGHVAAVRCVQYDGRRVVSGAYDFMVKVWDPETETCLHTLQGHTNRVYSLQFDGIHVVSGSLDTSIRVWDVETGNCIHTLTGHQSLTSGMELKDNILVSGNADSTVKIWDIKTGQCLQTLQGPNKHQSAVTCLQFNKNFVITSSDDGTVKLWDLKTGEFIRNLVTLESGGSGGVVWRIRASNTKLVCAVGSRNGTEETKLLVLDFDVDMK
The depositor's hits bear a star; · = no result given.

| Structure | GPR151 activ | TEAD-YAP inh | MITF inh | FBW7 activator |
| --- | --- | --- | --- | --- |
| Nc1ccc(C(=O)Nc2ccc(Cl)cc2Cl)cc1 | -1.0 | 31 | 7 | 0.0 |
| CCOc1cc(/C=C/c2nc(O)c([N+](=O)[O-])c(=O)[nH]2)cc(Cl)c1OCC | -0.2 | -2 | 19 | -0.4 |
| CCCNc1nc(Nc2ccnn2C)ncc1C | -2.0 | 3 | 11 | 0.3 |
| O=C(Nc1ccccc1[N+](=O)[O-])C1C2CC/C=C\CC/C=C/CCC21 (centres undefined) | -0.3 | -2 | 13 | -0.6 |
| N#Cc1cc2c(nc1SCC(=O)NC1CC1)N1CCC2CC1 | 0.3 | 15 | 12 | 0.2 |
| CN(CC(O)Cn1cc(C=O)c2ccccc21)S(=O)(=O)c1ccc(Cl)cc1 (centres undefined) | 0.3 | 6 | 14 | -0.1 |
| C/C(=N/NC(=O)Cn1nnc2ccccc21)c1ccc(Cl)cc1 | -0.9 | -29 | 1 | -0.1 |
| O=C(CN(CCc1ccccc1)S(=O)(=O)c1ccc(Cl)cc1)NCC1CCCO1 (centres undefined) | 3.4 | 3 | 12 | 0.0 |
| C=CCn1c(=NC(=O)CN2C(=O)c3ccccc3C2=O)sc2cc(C)ccc21 | 1.5 | -6 | -6 | 0.0 |
| COc1ccc(/C=C2\N=C(c3ccccc3Br)OC2=O)cc1OC(C)=O | 1.0 | 0 | 2 | 0.0 |
| COc1ccccc1-c1nc2s/c(=C\c3cccs3)c(=O)n2n1 | -0.4 | -9 | -1 | 0.0 |
| CCCc1cc(=O)[nH]c(Nc2cccc(OC)c2)n1 | 1.7 | 26 | -17 | 0.0 |
| Cc1c(NC(=O)CSc2nnc3c4ccccc4n(C(C)C)c3n2)c(=O)n(-c2ccccc2)n1C | 0.8 | 11 | 2 | -0.2 |
| COc1ccc(C2C(C(=O)Nc3cc(OC)c(OC)c(OC)c3)c3ccccc3C(=O)N2C)cc1 (centres undefined) | 0.0 | 54* | -6 | 0.2 |
| Cc1ccc(-c2nc3ccccc3s2)cc1NC(=O)c1cc([N+](=O)[O-])ccc1Cl | -0.6 | -5 | -2 | -0.2 |
| CC(=O)c1ccc(NC(=O)Nc2ncccc2C)cc1 | 0.3 | -39 | 13 | 0.4 |
| COc1ccc(CNC(=O)c2ccc3c(c2)N(Cc2ccccc2C)C(=O)CS3)cc1 | 1.6 | 10 | -4 | -0.1 |
| O=[N+]([O-])c1ccc(OCCCNC2CCCC2)cc1 | 0.3 | 11 | 30 | 0.8 |
| CC1CC(C)CN(C(=O)c2cccs2)C1 (centres undefined) | 0.5 | 7 | 10 | 0.0 |
| COc1cc(C(=O)NNc2cc(=O)n(C)c(=O)n2C)cc(OC)c1OC | -0.3 | 0 | 1 | 0.0 |
| CCOc1cc([N+](=O)[O-])ccc1NC(C)=O | -1.3 | 10 | 7 | 0.0 |
| CC(C)CC(C(=O)N1CCN(c2ccccn2)CC1)N1Cc2ccccc2C1=O (centres undefined) | 3.0 | 2 | 5 | 0.0 |
| O=C(COc1cccc([N+](=O)[O-])c1)N/N=C/c1ccc([N+](=O)[O-])o1 | 1.3 | 1 | 14 | 0.1 |
| CC1=C(C(=O)Nc2cccc(F)c2)C(c2cccs2)C2=C(CC(C)(C)CC2=O)N1 (centres undefined) | 1.5 | 58* | -8 | 0.0 |
| CCC1CCCCN1CCCNC(=O)C1CCN(S(C)(=O)=O)CC1 (centres undefined) | 0.5 | 7 | 13 | 0.0 |
| CCN(CC)c1ccc2nnc(CCC(=O)NCCc3ccc(SC)cc3)n2n1 | -0.3 | 17 | 4 | 0.0 |
| Cc1cnc(NCCCN2CCCC2=O)nc1NCCN1CCOCC1 | 0.4 | 0 | 8 | 0.0 |
| COc1ccc(N2CCN(C(c3ccco3)c3sc4nc(C)nn4c3O)CC2)cc1 (centres undefined) | -0.5 | 11 | 2 | -0.2 |
| Clc1cc(Cl)cc(-c2cc(NC3CC3)ncn2)c1 | -1.1 | -10 | -4 | 0.5 |
| CCCn1ncc(C(=O)N2CCCCC2c2nc3ccc(C)cc3[nH]2)c1C (centres undefined) | 1.8 | 17 | 7 | -0.1 |

Whole records from above. Screens in order: GPR151 activ	TEAD-YAP inh	MITF inh	FBW7 activator
CC1=C(C(=O)Nc2cccc(F)c2)C(c2cccs2)C2=C(CC(C)(C)CC2=O)N1 (centres undefined) reads 1.5	58*	-8	0.0
CCC1CCCCN1CCCNC(=O)C1CCN(S(C)(=O)=O)CC1 (centres undefined) reads 0.5	7	13	0.0

(listing goes on)
| Structure | GPR151 activ | TEAD-YAP inh | MITF inh | FBW7 activator |
| --- | --- | --- | --- | --- |
| CCCCCOC(=O)c1ccc(N2C(=O)c3ccc(C(=O)OC)cc3C2=O)cc1 | 0.6 | -10 | 0 | -0.1 |
| COc1cc(/C=N/NC(=O)CNC(=O)c2ccncc2)ccc1O | -0.5 | 1 | -1 | 0.3 |
| COc1cc(/C=C2\C(=O)N(c3ccc(C)cc3)N=C2C)ccc1OCC(N)=O | -2.0 | -7 | 15 | -0.4 |
| COc1ccc(/C=C/CN2CCc3c(nc(N4CCC(C)CC4)[nH]c3=O)C2)cc1 | -0.1 | -5 | 40 | -0.2 |
| COc1cc(/C=C2\SC(=Nc3ccccc3OC)NC2=O)ccc1O | -1.9 | 57* | 2 | 0.5 |
| COCCCn1c(=O)[nH]c2nc(-c3cnn(C)c3)cnc21 | -0.1 | 5 | 5 | -0.4 |
| CCOC(=O)C(Sc1ccc(O)c(C)c1C)(C(F)(F)F)C(F)(F)F | -0.5 | 9 | 10 | -0.2 |
| O=C(COc1ccccc1)NCCCS(=O)(=O)N1CCc2ccccc2C1 | 0.1 | 4 | 7 | 0.2 |
| Cc1ccc(C)c(N2CCN(S(=O)(=O)c3ccc4c(c3)n(C)c(=O)n4C)CC2)c1 | 0.3 | 1 | 5 | 0.3 |
| CC(=O)NCCCCCC(=O)OCC(=O)Nc1ccccc1F | 0.3 | -14 | -1 | 0.1 |
| O=C1C=C(NC2CC2)C2(CCCCC2)O1 | 1.7 | 20 | -3 | -0.1 |
| CCOC(=O)C1=C(C)N=c2s/c(=C\c3ccc(OCc4ccc(Cl)cc4)cc3)c(=O)n2C1c1ccc2c(c1)OCO2 (centres undefined) | 0.6 | -5 | -6 | -0.2 |
| Cc1ccc(-n2nc(C)c3c(C(=O)NC(C)C)cc(C)nc32)cc1 | -0.4 | -7 | 2 | 0.0 |
| N#Cc1c(SCC(=O)c2ccc(Cl)cc2)nc2c(c1-c1ccc(F)cc1)CCCC2 | 0.2 | -4 | -15 | 0.0 |
| CCN(CC)C(=O)CSc1ccc(C(F)(F)F)cc1[N+](=O)[O-] | -0.1 | -3 | 18 | 0.8 |
| CC(=O)C1SC(N)=C(C#N)C1c1ccc(Cl)c(Cl)c1 (centres undefined) | -0.2 | -8 | 3 | 0.5 |
| Cn1c2c(c(=O)[nH]c1=O)C(c1ccc(Cl)cc1)C1=C(COC1=O)N2 (centres undefined) | -0.9 | 7 | 8 | 0.1 |
| CC(C)C(=O)Nc1cc2c3c(c1)CC(=O)N3CCC2 | 0.7 | -3 | 5 | -0.1 |
| CC(NC(=O)c1nn2c(c1Cl)NC(c1ccccc1)CC2C(F)(F)F)c1ccccc1 (centres undefined) | 0.5 | 21 | 9 | 0.1 |
| CCn1cnc2sc(C(=O)N3CCN(c4cccc(Cl)c4)CC3)c(C)c2c1=O | 0.0 | 2 | 14 | 0.0 |

In another format: results already given
O=C1C=C(NC2CC2)C2(CCCCC2)O1
  GPR151 activ: 1.7 | TEAD-YAP inh: 20 | MITF inh: -3 | FBW7 activator: -0.1

CCOC(=O)C1=C(C)N=c2s/c(=C\c3ccc(OCc4ccc(Cl)cc4)cc3)c(=O)n2C1c1ccc2c(c1)OCO2 (centres undefined)
  GPR151 activ: 0.6 | TEAD-YAP inh: -5 | MITF inh: -6 | FBW7 activator: -0.2

Cc1ccc(-n2nc(C)c3c(C(=O)NC(C)C)cc(C)nc32)cc1
  GPR151 activ: -0.4 | TEAD-YAP inh: -7 | MITF inh: 2 | FBW7 activator: 0.0

Following part.
| Structure | GPR151 activ | TEAD-YAP inh | MITF inh | FBW7 activator |
| --- | --- | --- | --- | --- |
| Cc1ccc(-c2nc3cc(Cl)ccc3o2)cc1NC(=O)c1sc2ccccc2c1Cl | -0.1 | -3 | 1 | 0.0 |
| CCOc1ccccc1NC(=O)COc1cc(Cl)ccc1Cl | -0.1 | -4 | 6 | 0.2 |
| CN(C)C(=O)COC(=O)c1ccccc1I | -1.0 | 2 | 7 | 0.0 |
| O=C1CCCC2OC12C(O)CCc1ccccc1 (centres undefined) | -0.8 | · | 5 | -0.1 |
| CCCn1cnc2sc(C(=O)NC(C)C)c(C)c2c1=O | 0.6 | 0 | -2 | -0.1 |
| Cc1ccc(C)c(NS(=O)(=O)c2cc(S(=O)(=O)Nc3cc(C)ccc3C)c3cccc4c3c2NC4=O)c1 | 1.7 | -9 | 11 | 0.0 |
| Cc1nn(C)cc1CN1CCN(CCC(C)C)C(CCO)C1 (centres undefined) | -0.2 | -4 | -3 | 0.0 |
| O=C(c1cccnc1)n1cc(C(F)(F)F)ccc1=O | -1.0 | -12 | 15 | -0.3 |
| COCc1ccc(C(=O)N2CCCC(N(C)CCc3ccc(OC)c(OC)c3)C2)o1 (centres undefined) | -0.2 | 8 | 10 | 0.2 |
| COc1ccc(-c2cc(C(=O)N3C[C@H](C)N(Cc4ccco4)C[C@@H]3C)no2)cc1 | 1.0 | -4 | -1 | -0.2 |
| CCc1ccc(NC(=O)Nc2nnc(N3CCCCC3C)s2)cc1 (centres undefined) | 0.3 | -4 | 4 | 0.0 |
| COc1ccc(C(=O)NNC2=CC(=O)CCC2)cc1 | -0.6 | -8 | -4 | -0.1 |
| O=C(Nc1nonc1NC(=O)C1CCCCC1)C1CCCCC1 | -0.6 | 6 | 9 | 1.1 |
| c1ccc(-c2cc(-c3cccs3)cc(-c3ccccc3)n2)cc1 | -0.8 | -5 | -7 | 0.7 |
| CN(C)c1ccc(/C=N/Nc2ccc(-n3ccnc3)nn2)cc1 | 1.3 | -5 | 5 | 0.5 |
| O=C(/C=C/c1cccc(Br)c1)NC1CC1 | -1.2 | -18 | 5 | 0.3 |
| Cc1nc(N)sc1C(=O)Nc1nccs1 | -2.9 | -35 | 12 | -0.1 |
| O=C(NCc1ccccn1)C1CC(c2ccccc2F)=NO1 (centres undefined) | 0.6 | -1 | 9 | 0.2 |
| CC/C(C)=N/Nc1nc2c(c(=O)[nH]c(=O)n2C)n1CCc1ccccc1 | 0.8 | 4 | 11 | -0.3 |
| C=CCOC(=O)C1=C(C)N=C2SCCC(=O)N2C1c1ccc(OC)cc1 (centres undefined) | -1.1 | -17 | -12 | 0.1 |
| CCC/C(=N\NC(=O)CN1CCOCC1)c1ccc(OC)cc1 | -1.2 | -2 | -22 | -0.1 |
| COc1ccc(OC)c(NC(=O)c2n[nH]n3c2nc(=O)c2ccccc23)c1 | 1.2 | -3 | -4 | 0.2 |
| COc1ccccc1-n1c(C)cn2c3c(=O)n(CCc4ccccc4)c(=O)n(C)c3nc12 | -0.4 | 4 | -2 | -0.1 |
| CC1(C)CC(NCc2ccccc2F)CC(C)(C)N1 | -1.6 | 5 | 12 | 0.0 |
| CCc1ccccc1N(CC(=O)Nc1ccc(C)cc1)S(C)(=O)=O | -0.7 | -7 | 6 | 0.4 |
| O=C(CSCc1ccccc1Cl)NNC(=O)c1ccccc1 | 3.4 | -1 | 9 | -0.1 |
| CCS(=O)(=O)NCC1CCC(C(=O)Nc2ccc(OC)c(Cl)c2)CC1 (centres undefined) | 2.2 | 0 | 4 | 0.0 |
| C=CCn1c(=N)n(CC(=O)c2ccc(C)cc2)c2ccccc21 | 1.5 | 1 | 0 | 1.3 |
| Cc1ccn2c(C(=O)N/N=C\c3ccc(Cl)cc3)c(C)nc2c1 | 0.5 | 1 | 2 | -0.1 |
| COCCN1C(=O)N[C@@H](c2ccc(Br)cc2)C(C(C)=O)=C1C | 0.6 | · | -9 | 0.0 |
| O=C(NCCO)Nc1ccc2nc(-c3ccccn3)c(-c3ccccn3)nc2c1 | 0.1 | -2 | 4 | 0.0 |
| C=CCOC(=O)C1=C(C)Nc2[nH]c(=O)[nH]c(=O)c2C1c1cccc(O)c1 (centres undefined) | 0.2 | -6 | -3 | -0.3 |
| Cn1c(=O)c2c(-c3ccccc3)n(/N=C/c3ccccc3O)cc2n(C)c1=O | 0.5 | -14 | 1 | 0.1 |
| CN(C)CC(C)(O)c1ccc2c(c1)CN(C(=O)Cc1c(F)ccc(F)c1F)CCO2 (centres undefined) | -0.1 | 4 | 12 | 0.1 |
| COc1ccc(C2CC(=O)C3=C(C2)Nc2ccccc2NC3c2cc([N+](=O)[O-])ccc2Cl)cc1OC (centres undefined) | 4.8 | -1 | -8 | -0.2 |
| Cc1cc(C=C(C#N)C#N)c(C)cc1C=C(C#N)C#N | -0.3 | 13 | 33 | 0.0 |
| CCCCn1nnnc1SCC(=O)NCc1ccccc1 | 0.1 | -2 | -8 | -0.2 |
| Cc1ccc(NC(=O)C2CCC(CNc3c(N4CCC(C)CC4)c(=O)c3=O)CC2)cc1C (centres undefined) | -0.2 | 4 | 1 | -0.1 |
| CC1=C(C(=O)NC2CC2)C2(CCCCC2)OC1=O | -1.6 | -1 | 8 | 0.1 |
| COCCn1c(-c2ccc(F)cc2)nc2c(c(=O)c3ccccc3n2C)c1=O | -0.3 | 2 | -11 | -0.1 |
| COc1ccc(-c2cc(NCc3ccccn3)ncn2)cn1 | 1.1 | -8 | -13 | -0.4 |
| COc1ccc(-c2cc(C(F)(F)F)nc(S(C)(=O)=O)n2)cc1OC | 0.5 | -47 | 5 | 0.1 |
| COc1ccccc1NC(=O)C(=O)NCC1CCCN1S(=O)(=O)c1ccc(C)cc1 (centres undefined) | 0.9 | 1 | 5 | 0.2 |
